TRHR agonist – qHTS for Small Molecule Agonists and Allosteric Enhancers of Human TRH Receptor: Primary Screen for Agonists; Thyrotropin-releasing hormone receptor (Homo sapiens), P34981; TRHR cells, calcium flux fluo-8, FDSS agonist mode; activation, % at 2 µM; hit rate 0.18% among 360,000; in the data active means activation above about 30%; further: 0% is about no effect
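Fluo-8-loaded TRHR cells; 10 s baseline, compound added, kinetic Ca2+ fluorescence read 1/s, agonist mode.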
IDH1 R132H inh – qHTS for Inhibitors of mutant isocitrate dehydrogenase 1 (IDH1): qHTS; IDH1-R132H enzyme, NADPH consumption, diaphorase/resazurin fluorescence; hit rate 0.093% among 390,000; Potency, µM (series often up to 76.6 µM), without a hit: at the top dose activity change, negative = inhibition, most hits filed as inhibitors; AID 602179, 2012; further: potency means the concentration at half of the fitted maximal effect; on the % scale 0 is the no-effect control and ±100 the full control effect; nearly all actives have a fitted effect of over 65% in size
Target sequence (O75874 whole entry R132H, stated change not applied): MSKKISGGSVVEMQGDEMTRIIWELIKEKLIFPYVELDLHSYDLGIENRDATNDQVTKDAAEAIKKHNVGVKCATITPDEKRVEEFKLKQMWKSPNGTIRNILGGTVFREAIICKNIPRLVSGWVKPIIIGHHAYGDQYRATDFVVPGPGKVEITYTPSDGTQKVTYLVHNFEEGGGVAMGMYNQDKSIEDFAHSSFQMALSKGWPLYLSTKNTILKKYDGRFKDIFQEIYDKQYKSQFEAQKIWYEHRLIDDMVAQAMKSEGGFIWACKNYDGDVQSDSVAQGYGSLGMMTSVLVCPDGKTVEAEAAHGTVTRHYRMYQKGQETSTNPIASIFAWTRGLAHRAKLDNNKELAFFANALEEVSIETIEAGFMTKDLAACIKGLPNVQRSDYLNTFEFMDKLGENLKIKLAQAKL
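IDH1-R132H (0.5 ug/mL dispensed) in pH 7.5 Tris buffer was preincubated 30 min with compound, then given a substrate mix of 0.016 mM NADPH and 2 mM alpha-KG for 80 min at room temperature; remaining NADPH was read by diaphorase/resazurin fluorescence.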
D2 agonist – HTS Assay for Allosteric Agonists of the Human D2 Dopamine Receptor: Primary Screen for Agonists; AID 485358, 2010; hit rate 0.53% among 340,000; activation, % at 2 µM; D(2) dopamine receptor (Homo sapiens), P14416; HEK293 T-REx D2 cells, calcium flux agonist mode;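 active means activation over 3 SD above normal in the single-dose calcium agonist read, cut at about 30% in these data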; further: 0% is about no effect
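Agonism is scored from calcium flux in a force-coupled, inducible HEK293 cell line expressing D2, read kinetically for 180 s after compound addition against dopamine controls.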
PI4K2A block – qHTS for small molecular inhibitors of PI4K2A; Phosphatidylinositol 4-kinase type 2-alpha (Homo sapiens), Q9BTU6; purified PI4K2A, ADP-Glo luminescence, 1 h; stronger effect = lower value; hit rate 0.13% among 420,000; activity change, negative = inhibition, % at 76.9 µM; in the data active means activity change below about -50%; inconclusive means mostly about -30% to -49%;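 further: -100% = wells without enzyme as full effect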
Target sequence (Q9BTU6 whole entry, looked up): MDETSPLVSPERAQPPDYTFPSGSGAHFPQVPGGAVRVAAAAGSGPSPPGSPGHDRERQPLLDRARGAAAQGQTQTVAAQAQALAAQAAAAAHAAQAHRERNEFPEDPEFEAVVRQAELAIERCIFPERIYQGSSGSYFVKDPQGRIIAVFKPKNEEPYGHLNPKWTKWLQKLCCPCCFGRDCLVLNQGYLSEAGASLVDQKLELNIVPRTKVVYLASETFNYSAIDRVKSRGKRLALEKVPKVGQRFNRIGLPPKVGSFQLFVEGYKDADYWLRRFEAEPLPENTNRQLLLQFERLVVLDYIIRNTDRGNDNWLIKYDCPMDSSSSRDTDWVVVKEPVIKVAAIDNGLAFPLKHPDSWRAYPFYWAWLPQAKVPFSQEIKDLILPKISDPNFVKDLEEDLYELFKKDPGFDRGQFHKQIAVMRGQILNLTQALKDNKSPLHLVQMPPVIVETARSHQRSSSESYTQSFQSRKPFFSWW
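Compounds are screened against recombinant PI4K2A using PI as substrate and ATP, the latter dispensed at 300 microM. Reactions run one hour at ambient temperature before ADP-Glo detection; full inhibition defined by wells lacking enzyme.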
USP1 inh – Inhibitors of USP1/UAF1: Primary Screen; hit rate 0.23% among 390,000; Ubiquitin carboxyl-terminal hydrolase 1 (Homo sapiens), O94782; Potency, µM (series often up to 57.1 µM), for the others: top-dose activity change, negative = inhibition, actives largely listed as inhibitors; recombinant USP1/UAF1, Ub-Rhodamine cleavage fluorescence; further: potency means the concentration at half of the fitted maximal effect; on the % scale 0 is the no-effect control and ±100 the full control effect; nearly all actives have a fitted effect of over 60% in size; inactives centre near -12
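In this screen, compounds sit with the deubiquitinase complex (1nM) for 15 min at room temperature before Ub-Rho is added at 150nM final. Fluorescence rise is then followed for 6 reads every 60 seconds.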
TrxR1 inh – qHTS Assay for Inhibitors of Mammalian Selenoprotein Thioredoxin Reductase 1 (TrxR1): qHTS; hit rate 1% among 390,000; Thioredoxin reductase 1, cytoplasmic (Rattus norvegicus), O89049; recombinant rTrxR1, NADPH fluorescence consumption, selenite substrate; AID 588453, 2011; Potency, µM (series often up to 114 µM), for inactives: at the highest dose activity change, negative = inhibition, actives largely listed as inhibitors; further: potency means the concentration at half of the fitted maximal effect; on the % scale 0 is the no-effect control and ±100 the full control effect; nearly all actives have a fitted effect of over 65% in size
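Rat TrxR1 (90 nM in the dispensed reagent) was pre-reduced with 400 uM NADPH for 5 min at room temperature, then incubated with compound for 15 min. After 400 uM selenite was added, NADPH fluorescence (Ex 340/Em 450 nm) was followed for 8 min.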
TrxR1 substrate – qHTS Assay for Substrates of Mammalian Selenoprotein Thioredoxin Reductase 1 (TrxR1): qHTS; Thioredoxin reductase 1, cytoplasmic (Rattus norvegicus), O89049; purified TrxR1 substrate turnover, NADPH consumption readout; Potency, µM (highest dose often 114 µM), for the others: at the top dose activity change, negative = substrate turnover; hit rate 0.01% among 390,000; AID 588456, 2011; further: potency means the concentration at half of the fitted maximal effect; on the % scale 0 is the no-effect control and ±100 the full control effect; nearly all actives have a fitted effect of over 50% in size
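Rat TrxR1, dispensed at 90 nM, was prereduced with 400 uM NADPH (final) for 5 min at ~22 deg C, then incubated with compound 15 min before 400 uM selenite. A first-read NADPH fluorescence drop versus no-compound background flagged substrates.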
TRHR enhancer – qHTS for Small Molecule Agonists and Allosteric Enhancers of Human TRH Receptor: Primary Screen for Enhancers; enhancement, % at 2 µM; hit rate 0.66% among 360,000; AID 493056, 2011; TRHR cells, fluo-8 calcium fluorescence, EC20 TRH enhancement; in the data active means enhancement above about 30%; further: 0% is about no effect
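TRHR-expressing cells loaded with fluo-8 calcium dye were read kinetically (ex 480/em 530) during compound addition, then stimulated with an EC20 of TRH (10 nM final). Enhancement of the Gq-mediated intracellular calcium response was scored.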
D2 antagonist – HTS Assay for Allosteric Antagonists of the Human D2 Dopamine Receptor: Primary Screen for Antagonists. D(2) dopamine receptor (Homo sapiens), P14416. HEK293 TREx D2 cells, calcium flux, dopamine EC80. inhibition, % at 10 µM. hit rate 2% among 340,000; in the data active means inhibition above about 30%; further: 0% is about no effect
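Read-out: kinetic calcium fluorescence (1 cycle/s) in inducible HEK293 T-REx D2 cells after an EC80 dopamine addition that followed 180 s compound preincubation. Loss of the dopamine response indicates antagonism.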
The depositor's hits bear a star; ? = inconclusive; . = not tested or not shown; [ ] = dose if it differs, or a comment. Unless noted, the call rests on the fitted dose curve; in most records, active means well fitted inhibition curve with a large enough effect; inconclusive means small, poorly fitted or top-dose-only effect; inactive means no such curve, though single readings can be large or run the other way.

SMILES	TRHR agonist	IDH1 R132H inh	D2 agonist	PI4K2A block	USP1 inh	TrxR1 inh	TrxR1 substrate	TRHR enhancer	D2 antagonist
CCc1ccc(OCC(=O)Nc2ccc(S(=O)(=O)N3CCOCC3)cc2)cc1	1.6	6.3%	0.6	-1.8	-19.2%	12.3%	-2.9%	-5.9	6.8
CC(C)OC(=O)C(NC(=O)c1ccccc1)=C1CCCCC1	-0.9	1.8%	-0.2	-6.2	-10.7%	-6.5%	-4.2%	-5.2	-15.6
OCCN1CCN(c2nc(-c3ccccc3)nc3c2oc2ccccc23)CC1	0.0	8.7%	0.1	-0.8	-1.3%	0.5%[57.1 µM]	5.4%[57.1 µM]	-0.3	7.6
CCn1cc(C2=NC(C(C)C)CO2)c2ccccc21 (stereo unspecified)	-0.4	0.6%	0.8	4.0	-1.0%	6.6%[57.1 µM]	-1.7%[57.1 µM]	-0.2	-19.9
O=c1oc(-c2ccccc2Br)nc2ccccc12	0.2	-7.9%	-1.3	2.7	-4.2%	-26.6%	-6.1%	2.6	-5.3
NC(=O)c1ncn([C@@H]2O[C@H](CNC(=O)[C@H](N)CSCc3ccccc3)[C@@H](O)[C@H]2O)n1	.	-12.0%	.	-1.4	?	2.4%	2.3%	.	.
O=C(CN1CCCC1)NCC1(c2ccccc2)CCOCC1	1.5	0.3%	0.8	7.5	-8.3%	18.5%[57.1 µM]	9.7%[57.1 µM]	-3.6	-24.8
COc1ccc(-c2cn3cccnc3n2)cc1NC(=O)CC(C)C	0.1	8.2%	-0.1	-6.8	-10.4%	10.8%[57.1 µM]	54.0%[activator][57.1 µM]	-2.8	-6.6
CC1=C(C(=O)Nc2ccccc2C(=O)NCCCN2CCN(C)CC2)SCCO1	0.1	1.8%	-0.3	4.7	-3.9%	-16.8%	?	-1.9	-2.3
COc1cccc(CNC(=O)CCCc2c[nH]c3ccccc23)c1	-0.6	12.2%	-1.4	2.8	-15.8%	13.2%	0.3%	1.5	-11.3
O=C(N/N=C/c1cccc(C(F)(F)F)c1)c1ccccc1O	0.1	8.3%	1.2	4.2	-14.7%	4.4%[57.1 µM]	-12.4%	1.4	-0.3
CCOP(=O)(Nc1ccc2oc(=O)c3ccccc3c2c1)OCC	-0.8	-1.4%	2.9	151.1	-6.4%	5.8%[2.29 µM]	2.2%[57.1 µM]	-4.0	-8.9
COc1cc(/C=N/n2cnnc2)ccc1Oc1nc(Cl)ncc1F	0.7	8.5%	0.7	9.1	-8.4%	-15.1%	-4.7%	-0.6	4.8
CC(C)n1nc(C(=O)NCCc2ccc(S(N)(=O)=O)cc2)c2ccccc2c1=O	0.1	1.8%	0.1	-4.1	0.5%	6.4%[57.1 µM]	9.2%[57.1 µM]	1.5	-21.7
O=C1CCCc2c1cc(C(=O)NCc1ccco1)c(=O)n2-c1ccccc1	-0.2	0.2%	-0.2	-6.4	0.1%	-13.0%	-6.1%	-1.4	-6.1

A run of entries from the list above, as a working copy:
SMILES	TRHR agonist	IDH1 R132H inh	D2 agonist	PI4K2A block	USP1 inh	TrxR1 inh	TrxR1 substrate	TRHR enhancer	D2 antagonist
CC(C)n1nc(C(=O)NCCc2ccc(S(N)(=O)=O)cc2)c2ccccc2c1=O	0.1	1.8%	0.1	-4.1	0.5%	6.4%[57.1 µM]	9.2%[57.1 µM]	1.5	-21.7
O=C1CCCc2c1cc(C(=O)NCc1ccco1)c(=O)n2-c1ccccc1	-0.2	0.2%	-0.2	-6.4	0.1%	-13.0%	-6.1%	-1.4	-6.1

Additional compounds follow.
SMILES	TRHR agonist	IDH1 R132H inh	D2 agonist	PI4K2A block	USP1 inh	TrxR1 inh	TrxR1 substrate	TRHR enhancer	D2 antagonist
Cc1ccc(Nc2c(-c3ccc(Cl)cc3)nc3sccn23)c(C)c1	0.5	2.8%	-0.7	-0.3	3.2%	2.4%	-1.9%	12.6	.
CCC(=O)Nc1nn(C)c2nc3c(C)cccc3cc12	0.5	1.7%	-0.4	0.3	-0.2%	9.8%	12.1%	4.2	5.1
Cc1cccc(NC(=O)/C(C#N)=C/c2ccc[nH]2)c1C	3.5	9.8%	-0.5	-2.5	-26.6%	20.6%	3.6%	-4.9	-5.5
COc1ccc(C(=O)CC(Nc2ccc([N+](=O)[O-])cc2)c2ccc(Cl)cc2)cc1 (stereo unspecified)	1.7	-0.6%	1.3	6.8	-4.0%	5.4%	-10.5%	-7.9	21.1
CCOc1ccc(NC(=O)C2CC(=O)N(Cc3ccco3)C2)cc1 (stereo unspecified)	-0.1	4.1%	.	-8.7	-18.0%	-9.6%	-1.0%	3.3	.
CC(=O)NCCc1c[nH]c2ccc(OCc3ccccc3)cc12	.	4.0%	.	0.6	-2.6%	8.4%	-8.5%	.	.
O=c1oc(-c2ccc(F)cc2)nc2ccsc12	0.6	5.3%	0.0	1.4	-7.6%	-8.0%[57.1 µM]	-7.1%[57.1 µM]	0.6	0.1
CCOc1ccc(S(=O)(=O)Nc2cccc(C(=O)N3CC(C)OC(C)C3)c2)cc1 (stereo unspecified)	-1.3	-1.8%	-1.3	2.7	-2.3%	4.1%	-2.6%	18.8	-8.9
COc1ccccc1/C=C/C(=O)Nc1cccc(S(=O)(=O)N2CCOCC2)c1	0.2	1.1%	-0.6	-0.6	-23.3%	13.6%	7.6%	2.6	-5.7
CC(=O)N1CCc2cc(S(=O)(=O)NC(C(=O)NC3CCCc4ccccc43)C(C)C)ccc21 (stereo unspecified)	-0.3	-2.8%	-3.1	-1.0	-4.8%	-7.6%	3.6%	-3.2	2.2
CCN(CC)C(=O)Nc1ccc2c(c1)N(Cc1ccccc1)C(=O)c1ccccc1S2	0.2	9.3%	.	-3.6	3.6%	4.8%	2.0%	-3.0	.
CCCCn1c(N)c(N(CC(C)C)C(=O)c2ccc([N+](=O)[O-])o2)c(=O)[nH]c1=O	0.7	-3.6%	0.0	0.0	-20.6%	2.2%	1.2%	8.7	-31.0
Cc1ccccc1C1C(=O)c2ccccc2C1=O	0.6	-4.7%	0.9	-3.5	-11.5%	7.6%	2.1%	-3.8	5.0
N#Cc1cc2c(nc1SCC(N)=O)CCCCC2	0.1	-1.6%	-1.9	-2.7	-11.0%	4.1%[57.1 µM]	7.9%[57.1 µM]	0.8	2.1
Cc1ccc(CC(=O)O/N=C(\N)c2ccncc2)cc1	-0.2	0.0%	.	-0.3	-4.0%	-1.9%	-6.9%	0.9	.

Overlap with the part before: 2 compounds, followed by the next part.
SMILES	TRHR agonist	IDH1 R132H inh	D2 agonist	PI4K2A block	USP1 inh	TrxR1 inh	TrxR1 substrate	TRHR enhancer	D2 antagonist
N#Cc1cc2c(nc1SCC(N)=O)CCCCC2	0.1	-1.6%	-1.9	-2.7	-11.0%	4.1%[57.1 µM]	7.9%[57.1 µM]	0.8	2.1
Cc1ccc(CC(=O)O/N=C(\N)c2ccncc2)cc1	-0.2	0.0%	.	-0.3	-4.0%	-1.9%	-6.9%	0.9	.
O=C1CN(c2nc(-c3ccccc3)c3cc(Br)ccc3n2)c2ccccc2N1	0.7	.	0.0	.	.	.	.	10.6	8.0
O=C(COC(=O)c1ccc(NS(=O)(=O)c2cccs2)cc1)NCC1CCCO1 (stereo unspecified)	0.4	7.0%	2.4	3.2	-11.6%	30.8%[57.1 µM]	-13.7%[57.1 µM]	2.2	5.5
c1ccc(C2=Nc3cccc4cccc(c34)N2)cc1	1.2	13.9%	1.7	-1.4	?	-5.0%[11.4 µM]	-6.9%[11.4 µM]	7.6	-5.7
Cc1ccc2c(c1)C(c1ccc(F)cc1)N(C(=O)C1CC1)CC(=O)N2 (stereo unspecified)	0.1	-3.3%	0.4	-5.7	6.5%	12.8%	-3.0%	0.9	8.1
CCOc1cc(C(=O)O)ccc1OCCOc1ccccc1	0.4	0.2%	0.4	2.6	-7.6%	14.7%[57.1 µM]	3.1%[57.1 µM]	7.1	1.4
O=C1Cn2c(nc3ccccc32)N1c1cccc(C(F)(F)F)c1	-0.8	1.1%	0.0	-2.8	-9.6%	?	-12.2%	-18.7	-16.5
CCn1c(=O)n(CC)c2cc(N3CCCC3)c(NC(=O)c3cccc(C)c3)cc21	-0.3	-2.2%	-0.5	2.2	-19.0%	-7.0%	1.1%	1.4	9.9
CC(=O)Nc1sc(N/N=C\c2ccccc2Cl)nc1-c1cccs1	0.0	3.5%	-1.5	1.0	-5.2%	-15.1%	-8.9%	5.2	-10.9
Cc1cc(C)cc(NC(=O)C(Sc2nnc(C)c(=O)[nH]2)c2ccccc2)c1 (stereo unspecified)	-1.2	-3.8%	-0.8	-0.2	-9.0%	16.6%	-2.3%	-6.4	2.0

Rows were taken by chance; 3.9% or so of the library scored in one or more.
